Hsp70 act: Hsp70 transcriptional activation, primary screen; HeLa Hsp70 promoter luciferase reporter, luminescence; scaled: vehicle 0, proteasome-inhibitor control 100%; 200,000 tested, 0.04% active; activation, % at 10 µM; AID 1203;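 active = activation above the mean across all tested compounds plus 3 SD, cutoff set per campaign, cut at about 5.5% in these data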;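 note: 100% = MG132 at 30 µM as the positive control and 0% = DMSO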
STAT1 inh: inhibitors of IFN-gamma induced STAT1 signaling; NIH 3T3 STAT1-luciferase reporter, luminescence; inhibition, % at 5.5 µM; 200,000 tested, 0.35% active;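 active = inhibition above a set limit, the mean inhibition across all tested compounds plus 3 SD, cut at about 34% in these data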;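 note: 0% = IFN-gamma with DMSO and 100% = IFN-gamma with 300 µM nifuroxazide; values of inactives mirror those of a sister screen read the other way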
APP 5UTR inh: APP translation inhibition | SH-SY5Y APP 5'UTR-luciferase reporter, luminescence | AID 1285 | 190,000 tested, 0.82% active | inhibition, % at 2 µM;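 active = inhibition above a set limit, derived from the sample mean plus 3 SD, cut at about 45% in these data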; note: values of inactives mirror those of a sister screen read the other way
RAM network inh: yeast RAM network inhibition | AID 868 | inhibition, % at 50 µM | 190,000 tested, 1.8% active | S. cerevisiae dse1pr::URA3 reporter, 5-FOA growth OD615, 2 d; analog-sensitive cbk1-as2 kinase mutant strain;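 active = inhibition above a set limit, 3 SD over mean compound inhibition, cut at about 8.4% in these data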;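 note: 0% = DMSO-only wells with no growth and 100% = 10 µM 1-NA-PP1 full growth; inhibition rescues growth on 5-FOA so higher OD means more RAM inhibition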
STAT3 activator: increases IL-6 driven STAT3 reporter signal | activation (% of control), % at 5.6 µM | 190,000 tested, 0.91% active | U3A cells, IL-6 STAT3-luciferase reporter, luminescence; 100% = signal with IL-6 EC80 alone;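 active = activation above the screen-wide mean of compound activation plus 3 SD, cut at about 130% in these data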;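 note: 0% = background luminescence of wells with medium and substrate only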
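Assay system – human STAT1-deficient U3A cells with stable STAT3-luciferase reporter · Also added – IL-6 (33 ng/mL) · Schedule – compound 1 h, then IL-6 6 h at 37 °C · Technique – reporter luminescence signal · Evaluation – % activation versus median of IL-6-stimulated wells · Benchmarks – IL-6-only wells as 100% reference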
APP 5'UTR act: APP 5'UTR luciferase reporter activation; SH-SY5Y APP 5'UTR luciferase reporter, luminescence; zero percent = DMSO vehicle wells; activation, % at 2 µM; 190,000 tested, 1% active; AID 1276;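 active = activation above a set limit, based on mean plus 3 SD of controls, cut at about 140% in these data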; note: values of inactives mirror those of a sister screen read the other way
STAT1 act: activators of IFN-gamma induced STAT1 signaling. NIH 3T3 STAT1-luciferase reporter, luminescence; 100% = IFN-gamma alone, no compound. 200,000 tested, 2.6% active. activation (% of control), % at 5.5 µM. AID 932;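 active = activation above the screen-wide mean activation plus 3 SD, cut at about 130% in these data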;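 note: raw ratio to IFN-gamma control signal so 100% means no change and 0% no light; values of inactives mirror those of a sister screen read the other way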
NF-kB expr up: raises NF-kB expression in human neuronal cells; NF-kB reporter expression; stronger effect = higher value; fold change at 12.5 µM; 190,000 tested, 1.6% active; in the data active = fold change above about 3.3
STAT3 blocker: STAT3 signaling inhibition; AID 862; 190,000 tested, 0.89% active; inhibition, % at 5.5 µM; U3A cells, IL-6 STAT3-luciferase reporter, luminescence; host cell line lacks STAT1;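 active = inhibition above the mean inhibition across all screened compounds plus 3 SD, cut at about 44% in these data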;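 note: 0% = DMSO only wells and 100% = 100 µM nifuroxazide control wells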
FLuc inhib CS: counter-screen for luciferase assay inhibitors: firefly luciferase inhibition; P08659; ATPLite firefly luciferase biochemical luminescence, 10 min; inhibition, % at 10 µM; 200,000 tested, 1.5% active;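 active = inhibition above about 50% when tested at 10 µM, limit read from the data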
Target sequence (P08659 whole entry, looked up): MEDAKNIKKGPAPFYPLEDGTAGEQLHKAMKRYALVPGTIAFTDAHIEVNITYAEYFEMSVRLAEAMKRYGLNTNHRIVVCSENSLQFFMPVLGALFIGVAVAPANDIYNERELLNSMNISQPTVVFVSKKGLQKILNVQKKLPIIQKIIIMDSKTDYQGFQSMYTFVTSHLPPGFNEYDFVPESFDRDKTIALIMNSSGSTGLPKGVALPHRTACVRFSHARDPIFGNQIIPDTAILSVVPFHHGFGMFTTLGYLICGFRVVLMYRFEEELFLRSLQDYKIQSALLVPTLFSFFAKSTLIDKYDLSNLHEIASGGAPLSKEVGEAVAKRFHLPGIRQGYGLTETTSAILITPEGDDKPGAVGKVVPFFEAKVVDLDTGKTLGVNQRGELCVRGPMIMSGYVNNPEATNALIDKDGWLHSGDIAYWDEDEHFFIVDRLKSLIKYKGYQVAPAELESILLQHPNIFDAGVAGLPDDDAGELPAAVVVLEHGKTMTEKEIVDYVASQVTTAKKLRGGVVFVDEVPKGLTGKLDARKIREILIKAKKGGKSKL
The depositor's hits bear a star; x = no result given.

Sequence of screens – FLuc inhib CS	Hsp70 act	STAT3 activator	APP 5UTR inh	NF-kB expr up	RAM network inh	STAT1 inh	APP 5'UTR act	STAT3 blocker	STAT1 act
CC(=O)C1=C(O)C(=O)N(c2ccc(S(N)(=O)=O)cc2)C1c1ccc([N+](=O)[O-])cc1 (stereo not drawn)
    -3	-0.3	99	-5	1.1	0.8	0	5	5	100
Cc1cccc2cc(CN(CCN(C)C)C(=S)NCc3ccco3)c(=O)[nH]c12
    -8	-0.3	98	12	1.1	0.5	4	-11	1	96
O=S(=O)(NCc1cccnc1)c1cccc2cccnc12
    -2	-0.5	94	24	0.98	1.4	8	-24	7	93
CSc1ncc(Cl)c(C(=O)Nc2ccccc2Cl)n1
    -5	-0.2	97	-6	1.1	4.3	5	6	8	95
CN(C)S(=O)(=O)c1ccc(Nc2nc(C3CC3)nc3c2nnn3Cc2ccccc2Cl)cc1
    -6	-0.3	90	10	0.73	0.4	0	-10	15	100
Cc1cc(N2CCN(C(=O)c3ccco3)CC2)n2nc(C)c(-c3ccccc3)c2n1
    0	-0.2	99	17	1.3	1.3	10	-17	4	91
COc1ccc(C(=O)C[n+]2ccc(N)c(C)c2C)cc1
    1	-0.2	93	7	1.2	-1.1	6	-7	11	93
CS(=O)(=O)N1CCN(C(=O)c2cc3ccccc3oc2=O)CC1
    6	-0.1	102	-7	1.3	2.3	0	7	2	101
CC1=C(C(=O)OCc2ccc(C)cc2)C(c2ccc(O)c([N+](=O)[O-])c2)NC(=O)N1 (stereo not drawn)
    -4	-0.3	102	-2	0.99	8.4	1	2	3	99
COc1cccc(-c2nnc(SCC(=O)OC(C)C)n2N)c1
    -5	-0.3	105	-10	1.2	0.6	-2	10	0	102
COc1ccc(-c2ccc(CCC(=O)O)n2-c2ccc(O)cc2)cc1
    -4	-0.1	97	17	0.84	2.8	0	-17	4	101
Cc1nc(SCC(=O)N2CCc3ccccc3C2)c2c(C)c(C)sc2n1
    -4	-0.4	109	7	0.83	1.8	-1	-7	-8	101
CC1=CC(C)(C)N(C(=O)CSc2nccn2C)c2cc(C)ccc21
    -6	-0.3	107	-22	0.88	0.3	-4	22	-2	104
CC(=O)Nc1ccc(/C=C/c2ccc3c([N+](=O)[O-])cccc3n2)cc1
    23	-0.2	96	-65	1.1	2.5	-42	65	7	136*
COc1ccc(OC)c(/C=N/NC(=O)c2ccc(N(C)S(=O)(=O)c3ccccc3)cc2)c1
    -10	-0.3	95	6	1.1	2.1	-1	-7	11	103
Cc1ccc(Nc2c(-c3ccc(N4CCOCC4)cc3)nc3ncccn23)cc1
    -2	0.1	92	1	1	2.2	21	-1	10	81
CCc1nnc(NC(=O)CSc2nc3c(c(=O)n2-c2ccccc2OC)SCC3)s1
    0	-0.2	96	11	0.68	1.1	17	-11	11	83
O=C(Cc1ccc(F)cc1)NC1CCCC1
    -4	-0.7	102	4	1	1.0	1	-4	-1	96
CC1CCCCN1S(=O)(=O)c1ccc2c(c1)CCN2C(=O)C1CCC1 (stereo not drawn)
    -5	0.0	111	-6	0.86	1.4	-3	6	-10	103
CCOc1ccc(NC(=O)CSc2nnc(-c3ccccc3)n2N)cc1
    2	-0.3	106	2	1.1	4.0	-4	-2	-2	104
S=C(NC1CCCCC1)NN1CCOCC1
    -5	-0.2	98	13	0.88	0.3	-6	-13	10	103
CCN(CC)CCSc1nc(O)c(Cc2ccccc2)c(=O)n1-c1ccccc1
    -4	-0.4	87	-3	0.98	1.6	-1	3	17	99
CCc1ccc(N(CC(=O)NC2CCCC2)S(=O)(=O)c2c(C)noc2C)cc1
    -6	0.3	103	3	1.3	9.0*	8	-3	1	93
O=C(CS(=O)(=O)c1cccc(Cl)c1)Nc1ccccc1Cl
    -2	-0.2	99	-8	1.2	x	-1	8	8	101
CCCCCCCCNC(=O)/C(C#N)=C/c1ccccc1[N+](=O)[O-]
    -6	-0.1	95	3	0.89	4.7	-12	-3	2	111
CCN1/C(=C/C(C)=O)Sc2ccc(OC)cc21
    4	-0.1	96	18	1.8	0.0	-12	-18	10	111
CC(Sc1ccccc1)C(=O)Nc1ccc(S(=O)(=O)N2CCOCC2)cc1 (stereo not drawn)
    -8	-0.4	102	-20	0.85	2.5	0	20	2	100
CCOC(=O)C1(CC2CCCCO2)CCN(Cc2nccn2-c2ccc(OC)cc2)CC1 (stereo not drawn)
    -3	-0.3	103	-7	1.2	0.1	6	7	0	93
CC1CCCCC1n1c(-c2cccnc2)n[nH]c1=S (stereo not drawn)
    -1	-0.1	98	-16	1.1	2.7	-2	17	9	100
Cc1cc(NC(=O)CSc2nncc(=O)n2N)no1
    0	0.0	100	6	1.3	1.4	10	-6	4	90
CC(C)CCNC(=O)c1cccnc1Sc1ccccc1
    -6	0.1	114	-9	1.1	0.5	-2	9	-19	102
Cc1ccccc1-n1cc(CNCc2c(C(=O)N(C)C)nc3ccc(Cl)cn23)cn1
    -1	-0.3	103	13	0.99	-0.1	7	-13	0	91
CCOC(=O)c1ccc(S(=O)(=O)N2CCN(C(=O)CSc3nc4ccccc4o3)CC2)cc1
    -8	-0.2	113	7	0.76	0.9	2	-7	-22	98
CCOC(=O)C1CCN(C(=O)Cc2ccccc2OC)CC1
    -8	-0.1	97	-3	1	-0.2	-3	3	7	102
CCCOc1ccc(C2NC(=S)NC(C)=C2C(=O)c2ccccc2)cc1OC (stereo not drawn)
    2	-0.3	93	-13	0.58	2.4	-5	13	13	104
COc1ccc(OC)c(-c2csc(NC(=O)CSc3ccc([N+](=O)[O-])cc3)n2)c1
    -7	-0.3	87	-1	0.95	3.6	-5	1	18	105
COc1cnc(-c2ccccn2)nc1NC(C)C
    -5	-0.5	97	40	2.5	-0.8	-6	-40	9	105
Cc1ccc(S(=O)(=O)Nc2cccc3c2CCCC3)cc1
    -7	-0.3	103	0	1.1	2.3	6	0	-3	94
CCOc1ccccc1N(CC(=O)NC1CCCCC1)C(=O)CNC(=O)c1ccco1
    -12	-0.3	101	8	1.3	-0.6	0	-8	2	100
COc1ccc(CCN2C(=O)C3C(C2=O)C2C=CC3C23CC3)cc1OC (stereo not drawn)
    -6	0.0	111	1	1.1	0.3	7	-1	-7	95
CCOC(=O)c1sc(NC(=O)/C=C/c2cnn(C)c2C)c(C(=O)OC(C)C)c1C
    -8	-0.2	105	8	0.73	2.1	-13	-8	-1	111
Cc1ccc(F)cc1NCC(=O)Nc1ccc(Br)cc1
    -6	-0.2	102	-17	1.9	-3.6	-12	17	-3	111
O=C(Cc1ncc(C(F)(F)F)cc1Cl)N1CCN(c2cccc(Cl)c2)CC1
    2	0.0	107	11	0.92	1.2	-1	-11	-3	101
Cc1ccc(CCNC(=O)CN(C)S(=O)(=O)c2ccc3c(c2)c(=O)n(C)c(=O)n3C)cc1
    -2	-0.3	104	-4	0.76	3.6	-5	4	4	105
O=C(N/N=C/c1coc2ccccc2c1=O)c1cc(O)cc(O)c1
    -8	-0.4	106	-2	1.1	1.1	-2	2	-5	100
C=CCc1cccc(/C=N/NC(=O)C(=O)Nc2ccc(C)cc2)c1O
    -5	-0.3	92	5	1.1	0.6	-15	-5	13	114
CN(Cc1nccn1C)C(=O)CCc1nnc(CCC2CCCCC2)o1
    -9	-0.3	106	-11	1.4	0.8	-4	11	-5	102
COC(=O)c1cc2nc(-c3ccccc3)cc(C(F)(F)F)n2n1
    -5	-0.2	88	8	1.2	4.8	-1	-8	16	99
COc1ccc(S(=O)(=O)N2CCCCCC2)cc1C(=O)OCC(=O)Nc1cc(C)on1
    0	-0.2	104	4	0.91	1.5	4	-4	-5	97
c1cnc(NC2CCCCCC2)nc1
    -11	0.0	101	3	1.1	1.5	-11	-3	3	110
C=CCc1cccc2cc(C(=O)N3CCN(c4ccccn4)CC3)c(=O)oc12
    -2	-0.2	100	0	0.91	0.4	1	0	7	99
CCS(=O)(=O)Nc1ccc(C2=NN(S(=O)(=O)c3ccc(F)cc3)C(c3ccco3)C2)cc1 (stereo not drawn)
    -4	-0.3	90	-3	0.79	7.7	1	3	18	99
O=C(CS(=O)(=O)c1ccc(Cl)cc1)NCCS(=O)(=O)c1ccc(Cl)cc1
    -8	-0.3	103	5	1	5.1	2	-5	3	98
O=C(COC(=O)CCCN1C(=O)c2cccc3cccc(c23)C1=O)Nc1cccc(Br)c1
    4	-0.3	98	-2	1.1	5.9	9	2	6	92
COc1ccc(S(=O)(=O)N2CCCCCC2)cc1C(=O)OCC(=O)NCC(C)C
    0	-0.4	96	-30	0.89	1.1	3	30	3	97
Cc1nn(C)c(N)c1-c1ccccc1
    -3	0.0	98	0	1	0.5	-4	0	7	105
CCC(Sc1nc2c(cnn2-c2ccc(Cl)cc2)c(=O)[nH]1)C(=O)OC (stereo not drawn)
    -1	-0.2	95	2	1	4.0	-10	-2	6	106
COc1cc(/C=C(\C#N)C(=O)c2c(C)[nH]c3ccccc23)cc(OC)c1OC
    -7	-0.4	106	-1	1.3	1.0	3	1	-2	97
COc1ccc(-c2nc(C#N)c(NCc3ccc(C)cc3)o2)cc1OC
    -6	0.0	99	-25	1.2	5.6	-4	25	5	104
O=S(=O)(c1ccc(Cl)c(C(F)(F)F)c1)N1CCN(c2ccccn2)CC1
    -9	0.3	96	-6	1.1	1.7	1	6	7	99

(next part)
Sequence of screens – FLuc inhib CS	Hsp70 act	STAT3 activator	APP 5UTR inh	NF-kB expr up	RAM network inh	STAT1 inh	APP 5'UTR act	STAT3 blocker	STAT1 act
CC(CCc1ccccc1)NC(=O)c1ccc2nc(N3CCOCC3)sc2c1 (stereo not drawn)
    1	-0.1	81	13	1.1	3.3	-2	-13	24	100
NNC(=O)CNS(=O)(=O)c1ccc([N+](=O)[O-])cc1
    -4	-0.1	101	-27	1.1	1.5	0	27	5	99
CC(=O)Nc1cc(ON=C(C)C)cc([N+](=O)[O-])c1
    -8	-0.2	81	-8	1.2	-1.4	7	8	24	93
CN1c2ccccc2-c2nc3ccccc3n2C1c1ccco1 (stereo not drawn)
    1	-0.1	93	-21	1	1.1	-4	21	14	104
CC(=O)CCS(=O)(=O)c1ccc(Oc2ccc(S(=O)(=O)CCC(C)=O)cc2)cc1
    -12	-0.4	96	-1	1.1	1.6	-2	1	6	99
Cc1nnc(SCc2ccon2)n1-c1ccccc1
    -8	0.0	109	-9	1	0.8	4	9	-6	96
Cc1cc(C(=O)N/N=C/c2cc(Br)cc(Br)c2OC(=O)c2cccc(F)c2)n[nH]1
    -8	-0.1	88	36	0.99	2.1	5	-36	17	95
O=C(O)CCC(=O)Nc1ccc(C(=O)OCC(=O)c2ccc(Cl)cc2Cl)cc1
    12	-0.2	103	-21	1.1	8.7*	-7	21	-1	104
Cc1ccc(NC(=O)CCNC(=O)c2ccco2)cc1
    3	-0.3	92	5	1.1	0.3	11	-5	12	90
O=C(C1CC(c2ccc(F)cc2)=NO1)N1CCN(c2ccccc2)CC1 (stereo not drawn)
    -3	-0.5	100	0	1.1	5.3	-2	0	5	102

Screens (PubChem BioAssay)
